# High-throughput results from PubChem.
# A340 absorber – absorbance at 340 nm; compound absorbance at 340 nm, fold over control; fold change at 10 µM; 65,000 tested, under 10 active; AID 708;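 active = at 10 µM dose, initial 340 nm absorbance at least 2 fold that of control wells; inactive = change under 2 fold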;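 also: initial absorbance extrapolated from kinetic A340 decline of NADH oxidation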
# ROCK2 inh – ROCK2 (human) kinase inhibition; AID 604; O75116; inhibition, % at 6 µM; purified ROCK2, Kinase-Glo ATP depletion luminescence; hit rate 0.35% among 60,000;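 active = inhibition above the screen-wide mean inhibition plus 3 SD, cut at about 18% in these data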;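 also: plate controls were DMSO wells for no effect and Y-27632 control wells after no-enzyme background subtraction for full effect; many of its hits are not listed in these tables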
# JNK3 inh – JNK3 (human) kinase inhibition; hit rate 0.61% among 60,000; AID 746; inhibition, % at 8 µM; P53779; purified JNK3 kinase activity, HTS; in the data active = inhibition above about 17%;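 also: 0% = DMSO and 100% = reference inhibitor; many of its hits are not listed in these tables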
# Cdc25B inh – human M-phase inducer phosphatase 2 inhibition; P30305; recombinant Cdc25B, OMFP fluorescence Ex485/Em525; inhibition, %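 (compounds tested at 10 µM final in the well)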; hit rate 0.1% among 65,000; AID 368; in the data active = inhibition above about 50%
# MKP-1 inh – blocks human MKP-1 phosphatase activity; P28562; recombinant MKP-1, OMFP hydrolysis fluorescence; inhibition, %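 (compounds tested at a single concentration somewhere between 10 and 100 µM)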; hit rate 0.15% among 65,000; AID 374;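 active = inhibition above about 50%, limit read from the data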;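 also: 0% = DMSO max control wells and 100% = wells with enzyme stopped by NaOH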
# Her2 expr inh – lowers expression of human Her2 kinase; SKBR-3 HER2 protein level, AlphaScreen, 18-24 h; hits give low values; HER2 level % of control, % at 10 µM; hit rate 0.69% among 65,000;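 active = HER2 level under 5% of the carrier-only control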;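 also: 100% = DMSO carrier and 0% = 500 nM PU-H71 HSP90 inhibitor; lower value means stronger loss of Her2 protein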
# Hsp90 inh – displaces geldanamycin probe from tumor Hsp90. hit rate 0.35% among 64,000. NCI-N417 lysate Hsp90, Cy3B-geldanamycin FP displacement. P07900. inhibition, % at 30 µM;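 active = inhibition above 50%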;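 also: 0% = tracer plus lysate wells and 100% = tracer alone without lysate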
# PKA inh – PKA (human) kinase inhibition; PKA Kemptide phosphorylation, Kinase-Glo ATP luminescence; inhibition, % at 6 µM; hit rate 0.1% among 65,000; AID 524;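 active = inhibition above the screen-wide mean inhibition plus 3 SD, cut at about 21% in these data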; also: many of its hits are not listed in these tables
# Fluor 339 460 – intrinsic fluorescence of library compounds, ex339/em460 – biochemical, MLSMR library, data from DPM-DC assay, artefact control, profiling panel | hit rate 5.5% among 65,000 | compound autofluorescence, ex339/em460 nm, NADH buffer; hits give high values; 1 = no-compound wells, NADH background | fluorescence fold increase at 10 µM | AID 709;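 active = at 10 µM, mean starting fluorescence two-fold or more over control wells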;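 also: signal is the first read of a kinetic run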
# * = called active by the depositor; nt = not tested or not shown.
SMILES,A340 absorber,ROCK2 inh,JNK3 inh,Cdc25B inh,MKP-1 inh,Her2 expr inh,Hsp90 inh,PKA inh,Fluor 339 460
COc1ccccc1NC(=O)c1cnc2n(c1=O)CCS2,1.2,-2,0,-11,10,117,-2,-3,1.1
N#Cc1ccc(CSc2nnc(-c3cccs3)n2-c2ccccc2)cc1,1,6,-3,-19,0,82,-6,8,1.1
COc1ccc(C)cc1S(=O)(=O)NC1CCCCC1,1,6,2,-1,12,80,1,7,1.1
CCOC(=O)CSc1nc2ccccc2c(=O)n1CC1CCC(C(=O)NCc2ccco2)CC1 (stereo not drawn),1,nt,nt,-19,0,59,-1,7,1.1
COc1ccc(N/C(=N\c2nc(C)cc(C)n2)NC(C)=O)cc1OC,1.1,-2,3,1,5,62,-4,-7,1.1
Cc1ccc(-n2c(N)c(C(=O)N3CCOCC3)sc2=S)cc1,1.1,-3,4,2,13,108,-2,-1,1.1
CCOc1cc(C2C(C(=O)c3ccccc3)=C(C(=O)OC)Nc3nnnn32)ccc1O (stereo not drawn),1,nt,nt,-3,4,61,-5,1,1.1
N#Cc1nc(-c2ccco2)oc1N1CCc2ccccc2C1,1.1,-4,-6,4,-22,116,-7,3,3.8*
CCCCC[C@H](O)/C=C/[C@H]1C=CC(=O)[C@@H]1C/C=C\CCCC(=O)O,0.99,-4,-4,6,40,103,-4,-2,1
Nc1nc(SCC(=O)OCc2ccccc2)[nH]c(=O)c1NC(=O)c1ccco1,1.1,3,-1,-12,-1,97,-2,-3,1.1
CCOC(=O)C1CCCN(C(=O)Cc2ccc(OC)c(OC)c2)C1 (stereo not drawn),1,0,-14,-9,-4,93,-6,-2,1.1
CCOC(=O)c1c(NC(=O)c2cccs2)sc2c1CC(C)(C)OC2,1.1,2,0,-13,0,92,-1,-2,2.1*
COc1cccc(CNC(=O)c2cc3oc4ccccc4c3n2C)c1OC,1,2,2,-8,15,48,-1,6,0.96
Cc1cccc2nc(Cn3c(=O)n(CCCC(=O)NCc4ccco4)c(=O)c4ccccc43)cc(=O)n12,1.1,6,0,6,10,90,-7,4,1.1
O=C(OCn1nnc2ccccc2c1=O)c1cn(-c2ccccc2)nc1-c1cccnc1,1,1,12,-13,41,66,-7,5,1.1
C=CCNc1nc(NCc2ccco2)nc(OCC)n1,0.99,-2,-3,-12,3,116,1,-1,1.1
COc1ccc(N2CCN(Cc3cc(=O)oc4cc5c(cc34)CCCC5)CC2)cc1,1,6,3,-11,-1,93,0,7,1.1
Cc1cc(C)c(C#N)c(Nc2ccccc2Cl)n1,1,7,7,-19,-6,100,-2,0,1.3
CSc1nc2sc3c(c2c2nnnn12)CC(C)(C)OC3,1.1,4,-3,1,-23,125,-3,6,1.1
O=C(O)c1n[nH]c2c1CCCCC2,1,1,-7,-8,13,66,-7,9,1.1
Nc1nc2n(n1)C(c1cccc(Br)c1)CC(c1ccccc1)N2 (stereo not drawn),1,4,-2,-8,3,106,-2,0,1.2
CCOC(=O)N1CCC(N2C(=O)c3ccc(C(=O)O)cc3C2=O)CC1,1,2,6,4,-8,75,-2,-2,1
COc1ccc(-n2ncc3c(N4CCN(c5cccc(C)c5C)CC4)ncnc32)cc1,1,0,3,-1,6,53,-2,-10,1.1
CC1CCN(Cc2c(C#N)c3ccccc3n2C)CC1,1,nt,nt,-17,1,119,nt,-1,1.1
COc1ccccc1N1CCN(S(=O)(=O)c2c(C)ccc3nsnc23)CC1,1.1,2,-5,-3,-3,85,0,8,1.1
COc1ccc(OC)c(NC(=O)Cn2c(=O)oc3ccccc32)c1,1.1,3,6,-13,6,110,2,4,1
COc1ccc2cc(C(c3nnnn3C3CCCC3)N3CCc4ccccc4C3)c(=O)[nH]c2c1 (stereo not drawn),1.1,4,4,-5,39,74,-2,6,1.4
COC(=O)c1ccc(C2C(C(=O)Nc3ccc(C)cc3C)=C(C)Nc3ncnn32)cc1 (stereo not drawn),1,-1,-2,-15,-1,84,-3,3,1.1
COc1c(Br)cc(Br)cc1C(=O)O,0.99,2,-7,1,-10,81,0,8,1.1
C/C(=C\C(=O)O)CC(=O)O,0.99,4,-1,-4,-7,119,0,2,1
COCCNC(=O)C(c1ccc(F)cc1)N(CCOC)C(=O)CCC(=O)Nc1nccs1 (stereo not drawn),1,-2,0,-6,8,104,1,-2,1
CCOc1ccc(NC(=O)NC2CCOC(C)(C)C2)cc1 (stereo not drawn),1,7,2,-5,-1,79,0,10,1.1
O=C(CSc1nc2c(c(=O)n1-c1ccc(Cl)cc1)SCC2)N1CCCC1,1.1,nt,nt,-17,10,76,nt,-5,1.1
COc1ccc(CCNC(=O)c2cc(-c3ccccc3OC)on2)cc1OC,1,5,0,-4,2,80,1,9,1.1
CN(CC(=O)Nc1ccc(Cl)cc1)S(=O)(=O)c1cccc2cccnc12,1,4,4,-6,-1,91,-2,-2,1.1
C=CCn1c(N)c(C(=O)N2CCOCC2)sc1=S,1.1,4,0,-7,0,106,-4,0,1

# By substructure: the compounds so far containing an NH in an aromatic ring
SMILES,A340 absorber,ROCK2 inh,JNK3 inh,Cdc25B inh,MKP-1 inh,Her2 expr inh,Hsp90 inh,PKA inh,Fluor 339 460
Nc1nc(SCC(=O)OCc2ccccc2)[nH]c(=O)c1NC(=O)c1ccco1,1.1,3,-1,-12,-1,97,-2,-3,1.1
O=C(O)c1n[nH]c2c1CCCCC2,1,1,-7,-8,13,66,-7,9,1.1
COc1ccc2cc(C(c3nnnn3C3CCCC3)N3CCc4ccccc4C3)c(=O)[nH]c2c1 (stereo not drawn),1.1,4,4,-5,39,74,-2,6,1.4

# Carrying on:
SMILES,A340 absorber,ROCK2 inh,JNK3 inh,Cdc25B inh,MKP-1 inh,Her2 expr inh,Hsp90 inh,PKA inh,Fluor 339 460
COc1ccc(CCCNC(=O)CC#N)cc1OC,1,-8,5,4,-11,104,-2,3,1.1
Cc1ccc(NC(=O)CS(=O)CC(=O)Nc2ccc(N3CCOCC3)cc2)cc1Cl (stereo not drawn),1,-3,9,-8,8,138,7,5,1
COc1ccc(C(=O)n2nc(-c3ccco3)nc2SC)cc1OC,1,9,4,-6,8,108,-1,15,1.1
CCCCCCOC(=O)C(C#N)c1nc2ccccc2nc1N1CCOCC1 (stereo not drawn),1,-2,-3,-1,-3,65,-4,-4,1.2
COc1ccc(O)c(C(=O)c2cnc3onc(C(C)C)c3c2)c1,1,nt,nt,-13,10,176,nt,8,1.1
CC(C)Sc1nc(O)c(Cc2ccccc2)c(=O)[nH]1,1,nt,nt,-19,9,85,nt,nt,1.1
COc1ccc(C2(CNC(C)=O)CCOCC2)cc1OC,1,0,-3,-6,-2,89,-4,-2,1
Cc1ccc(NC(C(N)=O)c2c(C)[nH]c(=O)[nH]c2=O)cc1 (stereo not drawn),1,5,0,-3,3,118,-3,6,1.1
O=C(Nc1nc2ccccc2n1CCN1CCCC1)c1ccc(Cl)cc1,1.1,1,-6,-3,8,62,-6,10,1.1
COc1ccc2[nH]c(=O)c(CN(CCc3ccccc3)Cc3nnnn3CC3CCCO3)cc2c1 (stereo not drawn),1.1,3,-2,6,9,198,0,7,2.5*
CCOC(=O)N1CCN(C(=O)C2CCN(S(C)(=O)=O)CC2)CC1,1,1,1,-3,4,91,-2,0,1.1
O=C(Cc1cccs1)N1CCC(c2nc3c(nnn3Cc3ccccc3)c(=O)[nH]2)CC1,1,0,1,6,1,89,-7,-3,1.1
Cc1ccc(CNC(=O)CN2CCN(Cc3ccc(C)cc3)C2=O)cc1,1,nt,nt,-10,14,81,2,-2,1.1
COc1cccc2c(=O)c(SC(F)(F)C(F)C(F)(F)F)c(C)[nH]c12 (stereo not drawn),1,10,2,23,-20,74,-4,8,1.5
COc1ccc(C(=O)NC2CCN(S(=O)(=O)Cc3ccccc3)CC2)c(OC)c1,1,-4,-11,19,9,86,-2,-2,1.1
O=C(CSc1nc2ccccc2nc1SCC(=O)N1CCCCC1)N1CCCCC1,1.1,4,6,-7,3,85,-2,7,1.1
COc1nc(-c2ccccc2)ccc1-c1noc(-c2ccco2)n1,1.1,5,4,-6,3,32,-5,8,1.9
CC(C)C1N=C2c3ccccc3N=C(SCC(=O)NCCc3ccc(S(N)(=O)=O)cc3)N2C1=O (stereo not drawn),1,2,0,-8,5,114,-1,10,2.4*
O=C(c1cc2ccccn2n1)N1CCN(Cc2ccccc2)CC1,1,-1,-3,-5,-2,90,-3,-11,1.1
CC(=O)Nc1nnc(SCC(=O)NC(C)(C)C)s1,1,5,4,-2,-1,96,-5,7,1.1
O=C(NC12CC3CC(CC(C3)C1)C2)c1ccccc1O,1,6,15,-1,21,101,-2,6,2.2*
CC(C)C(NC(=O)C12CC3CC(CC(C3)C1)C2)C(=O)O (stereo not drawn),1,5,7,-1,-9,98,-1,9,1.1
O=S(=O)(c1ccc2ccccc2c1)N(CC(O)CN1CCOCC1)c1ccccc1 (stereo not drawn),1,-14,-4,-3,-7,100,-1,0,1
Cc1ccc(-c2[nH]nc3c2C(c2ccc(OC(=O)N4CCOCC4)cc2)C(C#N)=C(N)O3)cc1 (stereo not drawn),1,11,-1,3,31,103,1,14,1
O=C(Nc1ccc2c(c1)CCC2)C1COc2ccccc2O1 (stereo not drawn),1,8,-4,0,27,98,-3,7,2.1*
CCC(C)NC(=O)c1c(-c2cc(Cl)c(OC)c(Cl)c2)noc1C (stereo not drawn),1,-1,-3,-21,-6,60,-1,3,0.98
CCOc1ccc(CCN2C(=O)C3C4C=CC(C4)C3C2=O)cc1OCC (stereo not drawn),0.98,-2,-4,-7,5,92,-1,2,1
CC(C)CCOc1ccc(C(=O)CCNC(C)C(=O)O)cc1 (stereo not drawn),0.99,0,4,16,0,64,-1,4,1.1
CN(C(=O)COc1cc(=O)n(C)c2ccccc12)c1ccc(Br)cc1,0.97,-3,-2,-8,4,87,-1,-9,1
COC(=O)/C(C#N)=C1/SC=C(C)N1c1ccccc1,1.1,1,-2,1,-20,76,-6,7,1.1
CC(C)COC(=O)Cn1cnc2ccc(Br)cc2c1=O,1,-1,2,0,19,75,-7,0,1.1
COc1ccc(C2CC(=O)C3=C(C2)Nc2ccccc2N(C(C)=O)C3c2ccco2)cc1 (stereo not drawn),1.1,0,-4,4,4,102,1,12,1.4
CCCC(=O)Nc1ccc2c(c1)C(=O)N(CCC(=O)O)C2=O,1.1,4,5,-8,8,99,-2,7,3.8*
Cc1ccccc1CS(=O)(=O)Cc1ccc(C(=O)N2CCOCC2)o1,1,6,-4,1,3,75,0,4,1.1
CC1CCCCC1NC(=O)c1cn(C)c2ccc(S(=O)(=O)N3CCCC3)cc2c1=O (stereo not drawn),1.1,-11,-9,10,30,99,1,-10,1.1
COc1ccc(S(=O)(=O)NCCN2CCOCC2)c2ccccc12,1,-4,-1,-9,3,83,-2,3,1.1
CC(=O)N1CCc2cc(C(=O)CN3CCN(c4cccc(Cl)c4)CC3)ccc21,1.1,7,-3,-3,11,106,-3,9,1.1
CC1CCCCN1C(=O)CSc1nc(C2CC2)nc2c1cnn2-c1ccccc1 (stereo not drawn),1.1,nt,nt,-3,25,83,-3,-7,1.1
Cc1ccc2c(c1)C(c1ccccc1)N(C(=O)C(C)C)CC(=O)N2 (stereo not drawn),1,2,2,-11,-5,61,-3,9,0.98
CCOC(=O)C(C)n1cnc2c(nnn2-c2ccc(OC)cc2)c1=O (stereo not drawn),0.99,4,-2,-9,8,98,-3,10,0.87
CCC(=O)Nc1ccc(NC(=O)c2ccccc2Cl)nc1,0.98,1,4,-3,2,100,-2,6,1.1
NC(=O)c1c(-c2cccs2)csc1N,1.1,21*,4,-3,5,107,10,16,1.1
CCOC(=O)c1c(C)oc(/N=C/c2ccccc2O)c1C#N,1.1,-4,-3,9,15,78,3,-9,1.1

# Not all compounds are listed; count on the stated rates, not on these rows.
